# Source: PubChem (several laboratories)
# m5-HT2A agonist – agonists of mouse serotonin 5-HT2A receptor (HTR2A). AID 624169. P35363. CHO-K1 mHTR2A beta-arrestin complementation, luminescence; percent of 30 µM serotonin response. 0.66% of 360,000 active. activation, % at 7.6 µM;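 active = activation above a run cutoff, the mean activation of all tested compounds plus 3 SD, cut at about 14% in these data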;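 also: 0% = plate median of compound wells and 100% = 30 µM serotonin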
# MC4R antagonist – antagonists of human melanocortin 4 receptor (MC4R). P32245. MC4R-expressing cells, MTII-stimulated cAMP, LANCE TR-FRET. inhibition, % at 6.5 µM. 0.48% of 360,000 active. AID 540295;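 active = inhibition above its plate's cutoff, the mean of tested wells on that plate plus 3 SD, cut at about 29% in these data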;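 also: 0% = Melanotan II alone and 100% = Melanotan II plus saturating MCL0020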
#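 Assay system: U2OS-MC4R stable cell line; Also added: Melanotan II; Technique: Eu-cAMP/anti-cAMP TR-FRET, emission 671 nm; Times: 30-min compound, 1-h challenge, 1-h detection, room temperature.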
# H9c2 protect – modulators protecting cardiomyocytes from myocardial damage. H9c2 cardiomyocytes, H2O2 injury protection, ATPLite, 2 h. protection from H2O2 cell death, % at 20 µM. 0.63% of 360,000 active;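 active = compounds giving at least 50% protection of heart cells from peroxide-induced death in the single-dose screen, raw or plate-pattern-corrected value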;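 also: 0% = DMSO wells with peroxide and 100% = DMSO wells without peroxide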
# Exocytosis inh – lytic granule exocytosis inhibition | TALL-104 LAMP-1 surface exposure, flow cytometry; cells stimulated with thapsigargin and PMA | inhibition, % at 10 µM | 0.66% of 360,000 active;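 active = inhibition above about 55%, limit read from the data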
# aDG glyco act – alpha-DG glycosylation activation; Pro5-aDG cells, alpha-DG glycosylation AlphaScreen (IIH6); 0% Pro5, 100% B10-LARGE cell signal; activation, % at 10 µM; 0.22% of 360,000 active;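 active = activation of at least 8% versus controls, or a plate z-score of at least 8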;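 also: Pro5 are CHO cells carrying HIG-tagged alpha-DG that lacks glycosylation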
# N-glyco inh – blocks N-linked glycosylation in D54 reporter cells; 0.23% of 360,000 active; reporter increase, % at 12.5 µM; AID 588692; D54 ERlucT glycosylation luciferase reporter, 24 h; percent of 100 nM tunicamycin response;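 active = mean luciferase reporter signal, scaled so untreated is 0 and the glycosylation-blocking control 100, at or above a set limit in every replicate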;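 also: luciferase carries N-glycosylation sites so blocking glycosylation raises the light; 0% = median of neutral control wells and 100% = median of 100 nM tunicamycin wells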
# MC4R ag barr – human MC4R agonism via beta-arrestin; U2OS MC4R beta-arrestin complementation, luminescence; percent of melanotan II response, DMSO zero; activation, % at 8.9 µM; 0.98% of 360,000 active; AID 540308;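 active = activation above a per-plate cutoff, the mean activation of sample wells on that plate plus 3 SD, cut at about 8% in these data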
# hiPSC survival – hiPSC single-cell survival enhancement; ATPlite luminescence; 100% = ROCK inhibitor wells, 0% = DMSO; survival enhancement, % at 20 µM; 0.044% of 360,000 active; AID 602274; in the data active = survival enhancement above about 18%;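 also: cells exposed to compounds for 16 hours before the ATP read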
# ABHD5-PLIN5 inh – inhibitors of human ABHD5-perilipin-5 interaction. AID 602281. inhibition, % at 4 µM. Split G. princeps luciferase complementation, luminescence, 4 h. Q00G26+Q8WTS1. 0.78% of 360,000 active;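 active = inhibition above the mean inhibition across every tested compound plus 3 SD, cut at about 22% in these data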;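 also: 0% = DMSO only wells and the 100% control is not disclosed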
# Target sequence (Q00G26 whole entry, looked up): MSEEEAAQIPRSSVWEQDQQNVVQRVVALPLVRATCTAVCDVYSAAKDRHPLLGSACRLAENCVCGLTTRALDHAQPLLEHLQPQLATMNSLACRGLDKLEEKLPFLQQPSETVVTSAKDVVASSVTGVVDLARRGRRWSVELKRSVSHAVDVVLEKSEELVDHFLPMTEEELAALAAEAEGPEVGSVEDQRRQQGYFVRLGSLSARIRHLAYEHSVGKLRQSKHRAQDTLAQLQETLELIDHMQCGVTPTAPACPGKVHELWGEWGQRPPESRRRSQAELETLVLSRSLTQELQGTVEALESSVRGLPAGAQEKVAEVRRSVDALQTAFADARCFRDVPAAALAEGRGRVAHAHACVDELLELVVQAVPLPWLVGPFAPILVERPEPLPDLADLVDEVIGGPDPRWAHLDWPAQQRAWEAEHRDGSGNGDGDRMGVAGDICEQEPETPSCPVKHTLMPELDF
# Target sequence (Q8WTS1 whole entry, looked up): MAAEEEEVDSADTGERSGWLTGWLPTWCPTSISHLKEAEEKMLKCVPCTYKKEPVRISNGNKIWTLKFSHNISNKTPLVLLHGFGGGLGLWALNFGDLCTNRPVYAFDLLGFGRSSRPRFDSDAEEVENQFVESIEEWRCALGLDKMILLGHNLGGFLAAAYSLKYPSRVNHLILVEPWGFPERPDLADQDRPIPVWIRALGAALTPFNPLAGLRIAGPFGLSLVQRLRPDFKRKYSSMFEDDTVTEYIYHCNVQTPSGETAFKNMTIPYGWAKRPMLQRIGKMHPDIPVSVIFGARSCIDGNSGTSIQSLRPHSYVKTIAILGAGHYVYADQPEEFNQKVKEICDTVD
# ABCB6 inh 2 – blocks the human ABCB6 transporter; Q9NP58; K562-ABCB6 porphyrin accumulation, flow cytometry, 1 h; stronger effect = lower value; fluorescence ratio to DMSO, % at 10 µM; 0.19% of 360,000 active; AID 602162;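 active = fluorescence ratio to DMSO below 75%, the collection mean minus 3 SD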;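 also: signal is porphyrin accumulated inside mitochondria; 100% equals median channel fluorescence of DMSO control wells; lower ratio means ABCB6 inhibition with less porphyrin fluorescence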
# An asterisk follows results filed as active; . = not tested or not shown.
SMILES,m5-HT2A agonist,MC4R antagonist,H9c2 protect,Exocytosis inh,aDG glyco act,N-glyco inh,MC4R ag barr,hiPSC survival,ABHD5-PLIN5 inh,ABCB6 inh 2
O=C(NCCC1CCCCN1S(=O)(=O)c1ccc(F)cc1)C(=O)Nc1ccccc1 (stereo unspecified),-2,1,-4,-13,0.2,-3,-4.0,-0.3,-6,90
COC(=O)c1ccc(C2NC(=O)c3ccccc3O2)cc1 (stereo unspecified),1,-2,12,-7,-0.3,0,0.1,-0.9,0,98
COc1cccc(S(=O)(=O)N(C)C[C@@H]2OCc3cn(nn3)CCCC(=O)N([C@@H](C)CO)C[C@H]2C)c1,1,2,-6,6,0.0,3,-0.1,2.1,-3,102
O=c1c(-c2ccc(F)cc2)coc2cc(O)ccc12,-6,1,-7,2,-0.1,-3,1.2,1.2,-3,100
O=C(CCNC(=O)c1ccc(Br)cc1)NNC(=O)c1ccccc1O,-1,7,34,6,0.2,0,-3.0,0.3,0,98
Cc1ccc(O)c(NC(=O)c2cc(-c3ccco3)on2)c1,2,11,-12,1,0.1,8,2.5,-0.5,3,96
Cc1cccc(NC(=O)CCc2nc3sc4c(c3c(=O)[nH]2)CCCC4)c1,-4,18,-2,36,0.0,2,6.0,-0.3,-4,98
CC1(C)CC(=O)C2=C(C1)N(c1ccccc1)C(N)=C(C#N)C2c1cccnc1 (stereo unspecified),2,4,0,0,0.0,2,-0.7,0.5,7,91
COCCNC(=O)c1c(N)n(CCCn2ccnc2)c2nc3ccccc3nc12,4,2,10,1,0.0,2,1.9,-2.3,-10,103
CC(=O)c1c(C)[nH]c(C(=O)OCC(=O)Nc2c(C)n(C)n(-c3ccccc3)c2=O)c1C,-2,6,-1,-1,-0.2,-3,-3.8,-0.5,-9,103
C=CCn1c(SCC(=O)NCc2ccccc2)nnc1C1CCCCC1,5,9,2,-3,-0.1,-2,3.1,11,3,102
Cc1coc2cc3oc(=O)ccc3cc12,0,-1,-1,2,0.6,-1,-0.7,-0.4,8,97
COCCCNC(=S)NC(=O)c1ccc([N+](=O)[O-])cc1,-3,5,3,0,0.0,0,-1.9,-3.0,1,97
COC(=O)C1=C(C)N(CCCCCC(=O)O)C(=O)NC1c1ccccc1 (stereo unspecified),3,-4,24,-2,-0.3,2,-0.1,1.9,6,102
Cc1c2c([n+]3n1CCC3)CC(C)(C)CC2=O,4,16,5,-3,1.7,1,-1.2,1.8,-3,98
OC1CCCN(Cc2cccc3ccccc23)C1 (stereo unspecified),-2,4,-1,0,-0.2,-2,-1.7,-1.1,1,93
Nc1[nH]nc2nc(-c3ccccc3)[nH]c(=O)c12,6,12,3,10,0.1,9,1.6,0.1,1,98
Cc1ccc(NC(=O)NC(=O)N(C(C)C)S(C)(=O)=O)nc1,5,-2,2,-3,-0.3,1,-3.0,0.7,-3,107
CN(Cc1ccccc1)c1ccc([N+](=O)[O-])cc1C(=O)O,1,1,6,-2,-0.2,2,-0.3,2.6,5,103
O=C(CN1C(=O)NC2(CCCc3ccccc32)C1=O)Nc1cc(F)ccc1F (stereo unspecified),4,1,1,-3,0.2,1,0.5,0.3,6,102
Cc1cccc(C)c1C(O)c1ncc(-c2ccccc2F)[nH]1 (stereo unspecified),1,1,-6,-5,-0.3,2,-2.5,-0.3,3,98
O=C(O)CCn1c(=O)oc2cc(S(=O)(=O)N3CCCC3)ccc21,1,6,2,29,-0.2,3,-0.4,-2.5,8,102
COC(=O)c1cc2c(cc1Cl)SC(=NCCCN1CCOCC1)NS2(=O)=O,-8,11,2,-5,1.5,0,-2.1,1.3,4,105
Nc1nonc1C(=O)NCCNc1ccc([N+](=O)[O-])cc1,-4,0,-3,-9,0.0,4,-2.4,0.4,-1,97
O=C(CCNC(=O)N1CCn2c1nc1ccccc12)NCc1ccc(Cl)cc1,1,18,1,-1,-0.4,1,-0.1,1.3,0,104
CCc1ccc(/C=C2/SC(=S)N(CCC(=O)Nc3ccc(C(=O)O)cc3)C2=O)cc1,0,25,-12,10,-0.2,-3,-3.1,-0.2,-2,100
CCC(C)NS(=O)(=O)c1ccc(S(=O)(=O)Nc2cc3c(cc2C(C)=O)OCO3)cc1 (stereo unspecified),-4,1,-11,-1,0.9,-1,-0.8,2.2,0,101
CC(NC(=O)C1CCC(C(=O)NC(C)c2ccccc2)CC1)c1ccccc1 (stereo unspecified),7,-7,1,-16,0.2,0,-0.5,-0.3,-1,102
Cc1cccc(C)c1N1C(=O)CC(N2CCN(S(=O)(=O)c3ccccc3F)CC2)C1=O (stereo unspecified),2,-4,4,12,0.0,-4,1.0,0.0,3,90
COc1ccc(C)cc1NC(=O)Nc1cccc(C)c1,-3,14,-5,3,-0.1,-1,-1.6,-0.8,-9,99

# Entries of single compounds, quoted from the list:
# `Cc1cccc(C)c1C(O)c1ncc(-c2ccccc2F)[nH]1` (stereo unspecified) is entered as m5-HT2A agonist = 1; MC4R antagonist = 1; H9c2 protect = -6; Exocytosis inh = -5; aDG glyco act = -0.3; N-glyco inh = 2; MC4R ag barr = -2.5; hiPSC survival = -0.3; ABHD5-PLIN5 inh = 3; ABCB6 inh 2 = 98
# `O=C(O)CCn1c(=O)oc2cc(S(=O)(=O)N3CCCC3)ccc21` is entered as m5-HT2A agonist = 1; MC4R antagonist = 6; H9c2 protect = 2; Exocytosis inh = 29; aDG glyco act = -0.2; N-glyco inh = 3; MC4R ag barr = -0.4; hiPSC survival = -2.5; ABHD5-PLIN5 inh = 8; ABCB6 inh 2 = 102

# Following part
SMILES,m5-HT2A agonist,MC4R antagonist,H9c2 protect,Exocytosis inh,aDG glyco act,N-glyco inh,MC4R ag barr,hiPSC survival,ABHD5-PLIN5 inh,ABCB6 inh 2
Cc1ccccc1/C=C/C(=O)NCC(=O)N1CCC(N(C)C2CCCCC2C)CC1 (stereo unspecified),2,-8,14,5,-0.3,2,1.6,-1.3,9,102
COCCNC(=O)C(c1ccc(C)cc1)N(C(=O)CCC(=O)Nc1ccccn1)c1cccc(C)c1 (stereo unspecified),9,-19,-1,12,-0.2,-1,3.5,-0.3,12,91
COC(=O)C1=C(C)N(CCc2ccc(OC)c(OC)c2)C(=O)/C1=C\c1ccc(O)cc1,5,-6,4,1,0.3,3,-0.9,2.4,2,94
CC(C)[C@H](NC(=O)N1CCn2c1nc1ccccc12)C(=O)NCCc1ccccc1,4,9,-3,55,0.0,0,2.2,-0.2,-5,87
O=C(CN1CCC(O)CC1)N1c2ccccc2C=Cc2ccccc21,1,7,3,-2,-0.1,0,-1.1,-0.7,3,98
Cc1cc2c(cc1C)-n1nnnc1C(N1CCCC1)C(=O)N2 (stereo unspecified),1,.,.,-5,0.1,.,.,.,1,.
CCOC(=O)N1CCN(S(=O)(=O)c2ccc(C(=O)Nc3nnc(CSC)o3)cc2)CC1,0,18,3,0,-0.1,4,0.5,3.5,-4,99
COc1ccc(C(C)(C)C)cc1NC(=O)c1ccoc1C,-4,6,-1,1,0.2,1,0.9,4.1,-13,99
O=C(NCCN1CCC(n2c(=O)[nH]c3ccccc32)CC1)c1ccc(Cl)c(Cl)c1,-2,.,.,0,0.3,.,.,0.4,9,129
CC1Cc2cc(/C(O)=C3/C(=O)C(=O)N(CCCn4ccnc4)C3c3cccc([N+](=O)[O-])c3)ccc2O1 (stereo unspecified),4,1,12,-4,0.3,2,1.9,0.1,4,98
CC/C(=N\NC(=O)OC)c1ccc(OC(F)F)cc1,0,5,-6,4,-0.1,1,-1.4,0.7,4,98
COC(=O)c1ccccc1NC=C1C(=O)OC2(CCCCC2)OC1=O,1,9,23,-5,0.4,0,0.5,-0.8,0,94
O=C1C=C(NCc2ccco2)CC(c2ccc(Cl)cc2)C1 (stereo unspecified),0,10,-2,2,0.0,2,0.8,-1.0,-3,91
COc1ccc(C(=O)Nc2cnc3ccccn3c2=O)cc1,2,-1,-1,-3,-0.2,-5,-0.4,-0.6,2,97
O=C(Nc1ccc(S(=O)(=O)Nc2ccccc2F)cc1)N1CCCCC1,0,5,-3,18,0.2,-5,-2.8,-0.1,0,98
Cc1ccsc1C(=O)OCC(=O)N(Cc1ccccc1)C(C)C,-3,5,2,0,-0.1,0,-2.5,-1.5,-5,101
O=c1[nH][nH]c2c1[C@H](CCc1cccc(Cl)c1)O[C@H](CCc1ccccc1)C2,-11,.,.,0,0.2,.,.,-0.2,-8,96
CCc1cc(=O)oc2cc(OCC(=O)NCCCN3CCCC3=O)c(Cl)cc12,8,5,4,-2,0.4,-2,-1.8,-0.3,-2,96
CCN1C(=O)/C(=C2/C(=O)N3c4c(cc(OC(C)=O)cc42)C(C)=CC3(C)C)SC1=S,9,-4,-3,-5,-0.5,-2,-0.4,-0.8,6,84
Cc1nn(-c2ccncc2)c2c1C(=O)CC(C)(C)C2Br (stereo unspecified),4,10,-5,-3,-0.1,1,0.4,-1.0,-4,98
CN(CC(=O)Nc1ccc(Cl)cc1)C(=O)c1cccc(S(=O)(=O)N(C)C)c1,5,-2,-1,-4,-0.2,0,-1.1,1.0,1,90
O=C(Nc1ncn[nH]1)c1ccccc1Br,2,-2,8,18,0.0,4,4.6,0.7,0,95
Nc1nonc1-n1nnc(C(=O)N/N=C/c2cccc(Cl)c2)c1CSc1ccc(Cl)cc1,4,10,8,3,0.0,-1,1.6,0.3,2,100
Cc1cc(Cl)ccc1OCc1cn2cccnc2n1,-4,8,-11,3,-0.1,-2,-2.2,-0.6,-5,98
CCN(C[C@H]1N[C@@](Cc2ccccc2)(C(=O)OC)[C@H]2C(=O)N(Cc3ccccc3)C(=O)[C@@H]12)S(=O)(=O)c1ccc(OC)cc1,-1,6,7,-4,-0.2,-3,-1.6,3.0,0,98
Cc1c(/C=N/O)c2ccccn2c1C=O,-2,22,6,-2,0.4,1,-1.7,0.5,-8,97
Nn1c(SC/C=C/c2ccccc2)nnc1-c1ccccn1,2,-2,6,-3,0.3,10,-2.1,-1.8,-6,100
CC(C)n1cc(NC(=O)c2cc(-c3ccccc3)on2)cn1,-4,-16,6,5,-0.2,19,-0.8,4.6,3,89
Cc1ccc(SCc2cc(=O)[nH]c(Nc3nc(C)c4cccc(C)c4n3)n2)cc1,6,5,20,22,1.0,3,-1.4,-0.4,0,99
CCN(CC)CCCN1C(=O)C(=O)/C(=C(/O)c2ccccc2)C1c1cc(OC)ccc1OC (stereo unspecified),5,15,8,2,0.5,0,0.8,0.2,1,91
Cc1cc(OCC(=O)Nc2ccccc2N2CCCC2)ccc1C(C)C,-3,8,-23,-1,-0.1,-6,0.0,-0.1,-4,98
COc1cc(/C=N/Nc2nc3ccccc3[nH]c2=O)ccc1O,1,-1,2,6,-0.5,2,-0.7,1.8,0,102
O=S(=O)(c1ccccc1)N1CCN=C1SCc1ccccc1,-8,5,4,-1,0.5,3,-2.7,2.9,-5,96
O=C(CSc1nc(=O)n(CCCN2CCOCC2)c2c1CCCC2)Nc1cccc([N+](=O)[O-])c1,-10,0,14,-1,-0.3,-1,-2.9,-0.4,1,94
Cc1ccc(C(=O)NCCNc2ccc(Cl)cc2[N+](=O)[O-])o1,-1,9,2,-4,0.3,0,-2.3,0.0,8,95
O=C(COc1ccccc1[N+](=O)[O-])N/N=C/c1cccs1,7,-3,4,-4,0.2,-2,-3.7,-1.0,0,103
